Source: PubChem
Bim-Bcl-W: inhibitors of Bim-Bcl-W interaction, human; bead-based flow cytometry, Bim peptide-Bcl-W binding; Q92843; inhibition, % at 10 µM; 190,000 compounds, 0.02% hits;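 also: 0% = bound tracer without compound and 100% = peptide blocker; higher means less fluorescent Bim peptide bound to Bcl-W beads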
Target sequence (Q92843 whole entry, looked up): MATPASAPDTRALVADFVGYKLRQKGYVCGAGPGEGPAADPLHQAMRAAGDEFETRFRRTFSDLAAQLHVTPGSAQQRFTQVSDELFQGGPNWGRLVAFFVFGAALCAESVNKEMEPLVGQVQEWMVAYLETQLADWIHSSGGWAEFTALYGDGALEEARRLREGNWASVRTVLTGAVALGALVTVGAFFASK
GSH fluor: GSH bead compound fluorescence profile | GSH beads flow cytometry, compound fluorescence 488/530 nm; hits give high values | fluorescence (KMESF) at 10 µM | 190,000 compounds, 0.25% hits; in the data active = fluorescence above about 89;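 also: glutathione beads carrying GST-tagged Bcl family fusion proteins plus one bare bead set; values are compound well signal with DMSO vehicle wells as background; inactives centre near 16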
Bim-Bcl-2: human Bim-Bcl-2 interaction inhibition. P10415. Bead-based flow cytometry, Bim peptide-Bcl-2 binding. inhibition, % at 10 µM. 190,000 compounds, 0.06% hits. AID 950; in the data active = inhibition above about 40%; inconclusive = no clear call, values can overlap the other calls;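 also: 0% = no compound wells with probe peptide and 100% = reference peptide inhibitor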
Target sequence (P10415 whole entry, looked up): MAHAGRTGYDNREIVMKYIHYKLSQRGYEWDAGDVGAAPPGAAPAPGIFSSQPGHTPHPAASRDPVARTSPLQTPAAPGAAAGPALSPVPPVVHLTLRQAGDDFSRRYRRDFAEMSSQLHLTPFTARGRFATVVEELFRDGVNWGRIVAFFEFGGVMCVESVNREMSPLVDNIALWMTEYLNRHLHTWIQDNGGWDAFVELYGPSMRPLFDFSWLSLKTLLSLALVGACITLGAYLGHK
ABCG2 inh: inhibitors of human ABCG2 transporter, ABCB1 counter-screen; IgMXP3 cells, JC-1 efflux, flow cytometry; Q9UNQ0; 190,000 compounds, 0.1% hits; inhibition, % at 6.6 µM;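 active = inhibition above 80%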;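 also: 0% = DMSO and 100% = nicardipine control wells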
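Test system: IgMXP3 (ABCG2) plus far-red-tagged CCRF-Adr (ABCB1) cells / Amount: 3 million cells/mL in well / Reagent: JC-1 transporter substrate / Timing: 10 min compound exposure, 25 °C / Signal: flow cytometry, 530 nm JC-1 signal / Read-out: percent efflux inhibition, scaled nicardipine 100% to DMSO 0% / Benchmarks: nicardipine as high control, DMSO as low control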
Bcl-B Bim block: human Bim-Bcl-B interaction inhibition; bead-based flow cytometry, Bim peptide-Bcl-B binding; inhibition, % at 10 µM; 190,000 compounds, 0.073% hits; AID 951;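 also: 0% = tracer peptide without compound and 100% = reference inhibitor peptide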
Target sequence (Q9HD36 whole entry, looked up): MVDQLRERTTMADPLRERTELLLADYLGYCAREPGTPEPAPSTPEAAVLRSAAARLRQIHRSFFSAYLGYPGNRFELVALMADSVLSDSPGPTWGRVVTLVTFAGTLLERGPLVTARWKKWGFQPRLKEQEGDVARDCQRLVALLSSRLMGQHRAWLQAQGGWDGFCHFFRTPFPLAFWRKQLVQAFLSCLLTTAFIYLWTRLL
Avidin bead fluor: compound fluoresces at 488/530 nm on avidin beads | 220,000 compounds, 0.38% hits | AID 1775 | compound fluorescence 488/530 nm, flow cytometry; hits give high values | fluorescence (KMESF) at 10 µM; in the data active = fluorescence above about 47; also: inactives centre near 10
ABCB1 block: human ABCB1 inhibition, ABCG2 as counter-screen. P08183. CCRF-Adr cells, JC-1 efflux, flow cytometry. inhibition, % at 6.6 µM. 190,000 compounds, 0.067% hits. AID 1326; in the data active = inhibition above about 40%;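 also: 0% = vehicle and 100% = reference inhibitor; higher value means more JC-1 retained so stronger ABCB1 efflux block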
Bcl-XL Bim block: human Bim-Bcl-XL interaction inhibition. Bim peptide-Bcl-XL binding, bead flow cytometry, fluorescence. inhibition, % at 10 µM. Q07817. 190,000 compounds, 0.04% hits
RGS4-Gao reg: human RGS4-Galphao interaction regulation. P09471. Multiplexed bead flow cytometry, RGS4-Galphao binding; actives lie on both sides. binding response (% of control), % at 10 µM. 220,000 compounds, 0.33% hits; in the data active = binding response below about 49% or above about 150%; inactive = in between;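 also: fluorescent Galphao activated with aluminum fluoride binding bead-coupled RGS4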
Target sequence (P09471 whole entry, looked up): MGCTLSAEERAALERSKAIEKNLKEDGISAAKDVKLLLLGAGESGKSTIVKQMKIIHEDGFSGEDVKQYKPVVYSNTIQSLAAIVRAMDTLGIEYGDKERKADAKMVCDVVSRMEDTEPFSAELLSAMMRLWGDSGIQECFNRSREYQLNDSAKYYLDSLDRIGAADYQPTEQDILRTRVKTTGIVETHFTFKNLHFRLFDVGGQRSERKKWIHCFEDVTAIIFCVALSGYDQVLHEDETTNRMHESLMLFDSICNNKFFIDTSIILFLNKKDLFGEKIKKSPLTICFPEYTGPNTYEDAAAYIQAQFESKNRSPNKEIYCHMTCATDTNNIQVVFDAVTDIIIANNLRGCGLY
RGS7-Gao reg: modulates binding of RGS7 to human Galphao; P09471; Multiplexed bead flow cytometry; actives lie on both sides; binding response (% of control), % at 10 µM; 220,000 compounds, 0.35% hits; in the data active = binding response below about 49% or above about 150%; inconclusive = no clear call, values can overlap the other calls; inactive = in between;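 also: fluorescent Galphao held in activated GDP-AlF4 state binding bead-coupled RGS7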
Bfl-1 Bim block: inhibitors of Bim-Bfl-1 interaction, human. inhibition, % at 10 µM. Bead-based flow cytometry, Bim-Bfl-1 binding inhibition. 190,000 compounds, 0.12% hits. AID 1008;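 also: 0% = wells without compound plus tracer and 100% = blocker peptide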
Starred values were filed as active, the others as inactive; ? = inconclusive; nt = no result given. Rule as the data show it, unless noted: active = inhibition above about 40%. Random draw from the library. About 1.3% of those tested had a hit in this group.

1. O=C(CN1C(=O)c2cccc3cccc1c23)Nc1ccccc1
2. COc1ccc2c(c1)C(C)=CC(C)(C)N2C(=O)C(C)N1C(=O)c2ccccc2C1=O (stereo unspecified)
3. CN1CCCN(S(=O)(=O)c2cccc(Cl)c2Cl)CC1
4. CC(C)CC1(C(=O)O)NC(c2ccccc2O)C2C(=O)N(C(C)C)C(=O)C21 (stereo unspecified)
5. Cc1nc2nc(Cc3ccccc3)nn2c(C)c1Cl
6. Cc1cccc(C2c3[nH]c4ccccc4c3CCN2C(=O)c2cc(CC(C)C)nc(C)n2)n1 (stereo unspecified)
7. COc1ccc(N2CCc3c(C)nc4c(OC)cc(OC)cc4c32)c(OC)c1
8. CCN1C(=O)C2C(C1=O)N1C(c3cccs3)C3C(=O)N(CC)C(=O)C3N1C2c1cccs1 (stereo unspecified)
entry no. | 1 | 2 | 3 | 4 | 5 | 6 | 7 | 8
Bim-Bcl-W | 0 | 3 | -2 | -1 | 1 | -1 | 0 | -2
GSH fluor | 9 | 23 | 26 | 21 | 13 | 14 | 15 | 17
Bim-Bcl-2 | 1 | -12 | -1 | -2 | -9 | -5 | -3 | -1
ABCG2 inh | 3 | 16 | 0 | 0 | 10 | 5 | 2 | 0
Bcl-B Bim block | -5 | -5 | -7 | -3 | -8 | -3 | -6 | -5
Avidin bead fluor | 30 | 33 | 8 | 4 | 20 | 7 | 20 | 9
ABCB1 block | 0.6 | 6.1 | -0.1 | 0.0 | 0.4 | 1.4 | 0.8 | 0.1
Bcl-XL Bim block | 0 | -5 | -3 | -2 | -4 | 0 | 0 | -3
RGS4-Gao reg | 107 | 102 | 102 | 104 | 107 | 98 | 97 | 99
RGS7-Gao reg | 104 | 102 | ? | 105 | 115 | 97 | 101 | 99
Bfl-1 Bim block | -7 | -21 | -5 | -1 | -11 | -3 | -4 | -1

Structural class: those above with four or more nitrogen atoms
5. Cc1nc2nc(Cc3ccccc3)nn2c(C)c1Cl
6. Cc1cccc(C2c3[nH]c4ccccc4c3CCN2C(=O)c2cc(CC(C)C)nc(C)n2)n1 (stereo unspecified)
8. CCN1C(=O)C2C(C1=O)N1C(c3cccs3)C3C(=O)N(CC)C(=O)C3N1C2c1cccs1 (stereo unspecified)
entry no. | 5 | 6 | 8
Bim-Bcl-W | 1 | -1 | -2
GSH fluor | 13 | 14 | 17
Bim-Bcl-2 | -9 | -5 | -1
ABCG2 inh | 10 | 5 | 0
Bcl-B Bim block | -8 | -3 | -5
Avidin bead fluor | 20 | 7 | 9
ABCB1 block | 0.4 | 1.4 | 0.1
Bcl-XL Bim block | -4 | 0 | -3
RGS4-Gao reg | 107 | 98 | 99
RGS7-Gao reg | 115 | 97 | 99
Bfl-1 Bim block | -11 | -3 | -1

(continued)
9. Cc1ccc(-c2nn(CC(=O)NC(C)c3ccccc3)c(=O)c3ccccc23)cc1 (stereo unspecified)
10. Cc1cccc(OCCCC(=O)Nc2ccc(S(N)(=O)=O)cc2)c1
11. Cc1cc(OCCN2CCCC2)ccc1[N+](=O)[O-]
12. OCC1(Cc2cccc(F)c2)CCN(Cc2ccc3cccc(F)c3n2)CC1
13. O=C(CSc1ccc(-c2ccco2)nn1)NCCc1ccccc1
14. Cn1cnc2cc(OC(=O)c3ccccc3)ccc21
15. CCc1ccc(CCC(=O)Nc2ncc(Cc3ccccc3Cl)s2)o1
16. CCc1nnc(NC(=O)CCCSc2nc3ccccc3[nH]2)s1
entry no. | 9 | 10 | 11 | 12 | 13 | 14 | 15 | 16
Bim-Bcl-W | -1 | -2 | -5 | -4 | 0 | -2 | -3 | 2
GSH fluor | 7 | 12 | 12 | 9 | 27 | 10 | 16 | 22
Bim-Bcl-2 | -1 | -2 | 2 | -9 | 3 | -7 | -5 | -1
ABCG2 inh | 2 | 4 | 1 | 1 | 4 | 1 | 2 | 2
Bcl-B Bim block | -3 | -2 | -3 | -6 | -6 | -1 | -7 | -3
Avidin bead fluor | nt | 17 | 5 | 9 | 26 | 39 | 16 | 10
ABCB1 block | 1.1 | 0.5 | nt | 0.7 | 0.5 | 0.3 | 0.5 | -0.1
Bcl-XL Bim block | 2 | -2 | -3 | -4 | -2 | -2 | -3 | -1
RGS4-Gao reg | 98 | 105 | 105 | 99 | 99 | 104 | 99 | 103
RGS7-Gao reg | 97 | 109 | 102 | 98 | 99 | 106 | 97 | 104
Bfl-1 Bim block | -1 | 0 | -1 | -7 | 0 | -1 | -10 | -2

17. COCCN(CC(=O)NCC1CCCO1)C(=O)CCC(=O)Nc1cc(C)on1 (stereo unspecified)
18. CCc1ccc(/C=N\NC(=O)c2ccc(Br)o2)s1
19. COc1ccc(C(=O)N(CC2CCCO2)C(C(=O)NCCC(C)C)c2ccc(C)cc2)cc1OC (stereo unspecified)
20. COc1ccc(C(O)c2nccn2Cc2ccccc2)cc1OC (stereo unspecified)
21. CCC(NC(=O)c1ccccc1NC(=O)c1ccccc1)C(=O)NNC(=O)CSc1nc2ccccc2o1 (stereo unspecified)
22. Cc1ccc(SCC(=O)Nc2cc([N+](=O)[O-])ccc2O)cc1
23. Cc1oc2c(C)c3oc(=O)c4c(c3cc2c1C)CCCC4
24. COc1cc(COc2ccc3c(C)c(Cc4ccccc4)c(=O)oc3c2C)cc(OC)c1OC
entry no. | 17 | 18 | 19 | 20 | 21 | 22 | 23 | 24
Bim-Bcl-W | 0 | -3 | -1 | 0 | -5 | 0 | -5 | 0
GSH fluor | 16 | 10 | 10 | 9 | 9 | 18 | 19 | 14
Bim-Bcl-2 | -7 | -3 | -1 | -3 | -6 | -1 | -9 | -13
ABCG2 inh | 0 | 11 | 2 | 2 | -2 | 4 | 75 | 7
Bcl-B Bim block | -4 | -2 | -3 | -5 | -2 | 0 | -5 | -11
Avidin bead fluor | 8 | 4 | 10 | 16 | 13 | 13 | 38 | 12
ABCB1 block | 0.0 | 1.1 | 2.2 | 0.5 | 0.2 | 0.7 | 2.1 | 0.9
Bcl-XL Bim block | -6 | -2 | -1 | -1 | -7 | -4 | -8 | -5
RGS4-Gao reg | 106 | 100 | 101 | 117 | 99 | 107 | 100 | 105
RGS7-Gao reg | 101 | 98 | 99 | 107 | 98 | 103 | 98 | 102
Bfl-1 Bim block | -11 | -2 | -9 | -1 | -5 | -7 | -5 | -13

25. CC(=O)c1cccc(NC(=O)CN(c2ccccc2F)S(C)(=O)=O)c1
26. C=CCOc1cccc(NC(=O)c2ccccc2SC)c1
27. CC1=C(C#N)C(c2ccc(O)cc2)C2=C(CC(C)(C)CC2=O)N1 (stereo unspecified)
28. CCCOCC1CC(CCc2nc(=S)[nH][nH]2)C(=O)O1 (stereo unspecified)
29. Cc1cc(=O)n(C)c(=O)n1CCCCCN1CCCC1
30. Cc1ccc(-c2ccc(=O)n(CC(=O)NCCN3C(C)CCCC3C)n2)cc1 (stereo unspecified)
31. CCOc1ccc(C(=O)Nc2cc(NC(=O)c3ccc(OCC)c(Cl)c3)cc(C(=O)O)c2)cc1Cl
32. CNc1nnc(-c2cc3ccccc3oc2=O)s1
entry no. | 25 | 26 | 27 | 28 | 29 | 30 | 31 | 32
Bim-Bcl-W | 2 | 0 | -4 | -8 | 0 | -1 | -2 | -1
GSH fluor | 14 | 11 | 17 | 11 | 27 | 27 | 16 | 10
Bim-Bcl-2 | -1 | -5 | -7 | -5 | -2 | -8 | -3 | 2
ABCG2 inh | 1 | 11 | 13 | 5 | 0 | -3 | -3 | 4
Bcl-B Bim block | -5 | 1 | -9 | -38 | -8 | -8 | -4 | 0
Avidin bead fluor | 8 | 22 | 18 | 12 | 6 | 9 | 13 | 20
ABCB1 block | 0.2 | 1.0 | 0.8 | 0.4 | 0.4 | 2.1 | -1.1 | 0.4
Bcl-XL Bim block | -4 | 0 | -6 | -12 | 0 | -7 | -5 | 0
RGS4-Gao reg | 100 | 104 | 103 | 88 | 94 | 92 | 107 | 112
RGS7-Gao reg | 101 | 102 | 106 | 96 | 94 | 88 | 103 | 106
Bfl-1 Bim block | -14 | -3 | -17 | 5 | -8 | -16 | -4 | -1

33. CCOc1cc(NC(=S)NCCCN2CCOCC2)c(OCC)cc1NC(=O)c1ccc(C)cc1
34. CSc1nc(-c2ccco2)nn1C(=O)c1ccccc1
35. O=C(O)CSCNC(=O)CC12CC3CC(CC(C3)C1)C2
36. C=CCn1c(SCc2ccc(C#N)cc2)nnc1-c1cccc(OC)c1
37. CC(Sc1nc(-c2ccccc2)cc(C(F)(F)F)n1)C(=O)N1CCCC1 (stereo unspecified)
38. O=C(CSc1ccc2nnc(-c3ccncc3)n2n1)NCC1CCCO1 (stereo unspecified)
39. CCOC(=O)/C(C#N)=C/c1ccc(N2CCN(Cc3ccccc3)CC2)cc1
40. Cc1cc(C)cc(NC(=O)COC(=O)[C@@H](NC(=O)c2ccco2)C(C)C)c1
entry no. | 33 | 34 | 35 | 36 | 37 | 38 | 39 | 40
Bim-Bcl-W | 0 | 7 | -2 | 0 | 0 | 0 | -1 | 2
GSH fluor | 15 | 53 | 24 | 27 | 26 | 19 | 11 | 16
Bim-Bcl-2 | 0 | 1 | 0 | -7 | -9 | -1 | -1 | 0
ABCG2 inh | 42 | 0 | -2 | 10 | -2 | 2 | 6 | 1
Bcl-B Bim block | -3 | 4 | 1 | -7 | -7 | 0 | -8 | 0
Avidin bead fluor | 14 | 12 | 17 | 12 | 8 | 7 | 7 | 9
ABCB1 block | 2.4 | -0.1 | -2.5 | 1.8 | -2.1 | -0.1 | 0.6 | 0.5
Bcl-XL Bim block | -2 | 6 | -1 | -25 | -4 | -3 | -2 | 0
RGS4-Gao reg | 106 | 101 | 96 | 98 | 97 | 99 | 99 | 101
RGS7-Gao reg | 104 | 104 | 102 | 98 | 94 | 100 | 101 | 105
Bfl-1 Bim block | -1 | 8 | -1 | -6 | -9 | 3 | 4 | -2

41. CN1CCN(c2ccc(NC(=O)c3ccc4c(c3)OCO4)cc2)CC1
42. CCC(CC)NC(=O)COC(=O)c1ccc(OCc2ccc(C(C)=O)cc2OC)c(OC)c1
43. NC(=O)CC1C(=O)N(c2ccc(F)cc2)C(=O)N1NC(=O)CCc1ccccc1 (stereo unspecified)
44. CSc1cc(C)n(-c2ccc(Cl)cc2)c(=S)c1C(C)=O
45. Clc1ccccc1-c1ncc2ccccn12
46. CC1CCc2nc(/C(C#N)=C/c3cccnc3)sc2C1 (stereo unspecified)
entry no. | 41 | 42 | 43 | 44 | 45 | 46
Bim-Bcl-W | -1 | 0 | -3 | 0 | -1 | -2
GSH fluor | 26 | 7 | 16 | 21 | 18 | 15
Bim-Bcl-2 | -9 | -1 | -6 | 0 | -3 | 1
ABCG2 inh | 0 | 26 | 5 | 3 | 10 | 28
Bcl-B Bim block | -8 | -5 | -7 | 0 | -1 | 0
Avidin bead fluor | 16 | 11 | 12 | 12 | 10 | 9
ABCB1 block | -3.4 | 3.2 | 1.0 | 0.9 | 0.1 | 0.5
Bcl-XL Bim block | -5 | -1 | -2 | 0 | -2 | 0
RGS4-Gao reg | 100 | 107 | 102 | 101 | 102 | 96
RGS7-Gao reg | 97 | 102 | ? | 100 | 107 | ?
Bfl-1 Bim block | -9 | 0 | -10 | 0 | -5 | -4
